Bcl-xL primary = inhibitors of human Bcl-xL; Q07817; GST-Bcl-xL / FITC-Bim BH3 peptide fluorescence polarization; inhibition, % at 10.9 µM; 0.7% of 320,000 active; AID 2129;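 active = inhibition above the mean of all tested compounds plus 3 SD, cutoff set per campaign, cut at about 30% in these data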;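 note: 0% = DMSO wells and 100% = unlabeled Bim-BH3 peptide competitor; inhibitors lower millipolarization by displacing the labeled peptide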
Target sequence (Q07817 whole entry, looked up): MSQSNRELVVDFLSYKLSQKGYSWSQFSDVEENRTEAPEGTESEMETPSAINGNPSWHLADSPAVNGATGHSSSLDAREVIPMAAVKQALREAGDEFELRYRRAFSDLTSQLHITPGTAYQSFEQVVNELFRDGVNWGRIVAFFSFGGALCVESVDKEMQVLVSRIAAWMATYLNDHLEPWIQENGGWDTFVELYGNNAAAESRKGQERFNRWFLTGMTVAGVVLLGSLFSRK
Yeast superoxide = lowers age-related superoxide in aged yeast cells. S. cerevisiae aged cells, superoxide DHE fluorescence; stronger effect = lower value. superoxide response (% of plate mean), % at 10 µM. 0.18% of 330,000 active;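 active = superoxide response under a set limit, about three screen SD below normal, cut at about 65% in these data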;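 note: yeast aged for seven days with compound at 30 °C before DHE staining; 100% = average MFI of all compound-treated wells on the plate with controls excluded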
MCL1 BIM primary = disrupts human MCL1 binding to BIM-BH3 peptide; GST-MCL1 / FITC-Bim-BH3 fluorescence polarization; inhibition, % at 10.9 µM; 0.68% of 320,000 active; AID 2057;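 active = inhibition above the mean inhibition of all tested compounds plus 3 SD, set per campaign, cut at about 40% in these data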;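 note: 0% = DMSO wells and 100% = unlabeled Bim-BH3 peptide control; higher means more loss of mP so more displacement of Bim peptide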
MEX-5 binding = C. elegans MEX-5 TCR-2 RNA binding activity. MEX-5/FITC-TCR2 RNA binding, fluorescence polarization; stronger effect = lower value. activity score (negative = inhibition of binding), % at 10 µM. 0.38% of 300,000 active. AID 1832;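 active = inhibition past about -25% in most replicates, and total fluorescence under double the plate's negative control median, limit read from the data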;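 note: 0% = DMSO and -100% = 5 µM competing unlabeled TCR2 RNA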
EBNA-1 inhibitor = blocks EBNA-1 binding to DNA; inhibition, % at 14.8 µM; 0.34% of 300,000 active; EBNA-1 DNA binding, fluorescence polarization; in the data active = inhibition above about 28%
ZTA counter = counter-screen for EBNA-1 inhibitors: inhibitors of Epstein-Barr virus ZTA | 0.15% of 320,000 active | ZTA-DNA binding, fluorescence polarization | P03206 | inhibition, % at 11 µM; in the data active = inhibition above about 33%
Target sequence (P03206 whole entry, looked up): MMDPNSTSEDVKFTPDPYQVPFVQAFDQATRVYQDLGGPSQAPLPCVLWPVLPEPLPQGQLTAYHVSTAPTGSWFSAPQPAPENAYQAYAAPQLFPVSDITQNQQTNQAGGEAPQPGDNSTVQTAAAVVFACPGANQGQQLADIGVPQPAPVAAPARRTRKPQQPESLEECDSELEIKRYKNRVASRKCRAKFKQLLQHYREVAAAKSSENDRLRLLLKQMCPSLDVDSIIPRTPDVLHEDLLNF
Efflux pump mplx = blocks antifungal efflux pumps in multiplex yeast assay; 0.44% of 330,000 active; S. cerevisiae Candida pump triplex, Nile Red efflux; inhibition, % at 10 µM; AID 485275;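 active = plate passing quality check with inhibition over a set limit, or well fluorescence over plate mean plus 4 SD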;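 note: Nile Red retained in pooled yeast measured as flow cytometry median fluorescence; 0% = buffer negative control and 100% = Enniatin B positive control; higher means more Nile Red kept so more efflux inhibition; some compounds called inactive have numbers as strong as hits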
GLD-1 RNA inh = GLD-1-TGE RNA interaction inhibition (C. elegans) | purified GLD-1 + fluorescein TGE RNA, fluorescence polarization | inhibition, % at 5.96 µM | 0.44% of 320,000 active | AID 2280;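 active = percent inhibition above a per-plate cutoff, the plate mean of test compounds plus 3 SD, cut at about 30% in these data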;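 note: 0% = DMSO wells with GLD-1 and probe and 100% = wells lacking GLD-1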
Target sequence (Q17339 whole entry, looked up): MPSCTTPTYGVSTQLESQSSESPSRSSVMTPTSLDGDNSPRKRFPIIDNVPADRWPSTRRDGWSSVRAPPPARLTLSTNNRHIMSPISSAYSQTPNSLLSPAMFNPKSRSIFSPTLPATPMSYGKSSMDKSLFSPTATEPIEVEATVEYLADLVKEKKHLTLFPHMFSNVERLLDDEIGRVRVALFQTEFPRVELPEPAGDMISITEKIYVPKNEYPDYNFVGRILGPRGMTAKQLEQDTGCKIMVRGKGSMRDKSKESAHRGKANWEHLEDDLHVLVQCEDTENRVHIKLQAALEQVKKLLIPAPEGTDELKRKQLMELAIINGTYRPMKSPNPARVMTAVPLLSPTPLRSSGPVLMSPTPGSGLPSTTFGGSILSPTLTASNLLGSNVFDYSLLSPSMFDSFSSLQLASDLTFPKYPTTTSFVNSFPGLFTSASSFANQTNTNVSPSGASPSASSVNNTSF
Fam108B counter = Fam108B inhibition, counter-screen for RBBP9 inhibitors. recombinant Fam108B, FP-Rh probe fluorescence polarization. inhibition, % at 9.51 µM. 0.33% of 300,000 active;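 active = inhibition above the screen mean inhibition plus 3 SD, computed separately per campaign, cut at about 18% in these data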;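 note: inhibitors lower polarization as less probe binds the enzyme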
Starred values were filed as active, the others as inactive; x = no result given.

SMILES | Bcl-xL primary | Yeast superoxide | MCL1 BIM primary | MEX-5 binding | EBNA-1 inhibitor | ZTA counter | Efflux pump mplx | GLD-1 RNA inh | Fam108B counter
CC1CC(C)CN(C(=O)CCCn2c(=O)c3cccn3c3cccnc32)C1 (stereo not drawn) | 8 | 111 | -5 | -1.8 | 3 | 4 | 0.2 | 8 | -4
Cc1cc(C(=O)OCC(=O)Nc2ccc(F)cc2)c(C)o1 | 2 | 108 | 1 | -1.4 | 0 | 4 | 0.1 | -2 | -2
CC(C)(C)N1C(=O)c2ccc(C(=O)O)cc2C1=O | -2 | 131 | 10 | 2.6 | 2 | 13 | -0.1 | -7 | 10
O=C1c2ccccc2CC1(Cc1ccccc1)Cc1ccccc1 | 0 | 95 | 3 | -0.8 | -2 | -9 | -0.1 | 7 | -5
CCOC(=O)[C@H]1[C@H]2COc3ccc(Cl)cc3[C@@H]2N2C(=O)c3cc(OC)ccc3NC(=O)[C@@]12C | 5 | x | 2 | x | 5 | -8 | x | -1 | -7
COc1ccc(NCc2ccc(OC)c(Cn3ccnc3)c2)c(OC)c1 | 4 | 118 | 8 | 0.6 | 9 | -1 | -0.1 | 2 | -3
COc1ccc(CCNC(=O)CCNC(=O)c2ccccc2Cl)cc1 | 1 | 100 | 1 | -0.5 | 4 | 15 | -0.1 | 6 | -1
COc1ccc(OC)c(C2C(C(C)=O)=C(O)C(=O)N2CCC(=O)O)c1 (stereo not drawn) | 7 | 97 | 5 | 1.1 | 11 | 7 | 0.9 | 9 | -1
CCC1CCCCN1C(=O)COC(=O)c1cc(C)nc2ccccc12 (stereo not drawn) | 1 | 128 | 3 | x | x | 9 | 0.0 | 0 | x
C[C@@H]1O[C@@H](Oc2c(-c3cc(O)c(O)c(O)c3)oc3cc(O)cc(O)c3c2=O)[C@H](O)[C@H](O)[C@H]1O | 18 | 97 | 24 | -58* | -9 | -18 | -0.1 | 1 | -7
O=C(c1cc(C2CC2)on1)N1CCN(c2ccc(F)cc2)CC1 | 2 | 122 | 6 | -2.8 | 9 | 6 | 0.0 | -5 | -1
Clc1ccc(C2=NOC(c3nnc(-c4ccccc4)o3)C2)cc1 (stereo not drawn) | 6 | 96 | -1 | -0.6 | 9 | -4 | -0.4 | -6 | 4
COc1ccccc1NS(=O)(=O)c1cccc(C(=O)NCc2ccncc2)c1 | 0 | 93 | -7 | -0.4 | 1 | -3 | 0.0 | -3 | 1
CN(C(=O)COC(=O)c1cccnc1Nc1ccccc1F)C1CCS(=O)(=O)C1 (stereo not drawn) | -4 | 100 | -12 | 1.3 | 9 | 0 | 0.0 | 8 | -3
Cc1ccc2cc(-c3noc(C4CCCCC4)n3)c(=O)[nH]c2c1 | -3 | 109 | 3 | 1.3 | -4 | 3 | 0.5 | -3 | 1
O=C(CCSc1ccccc1)NCC1CCCO1 (stereo not drawn) | -2 | 102 | -3 | -2.1 | 5 | 1 | 0.0 | 2 | -3
COc1ccc2nc(C)cc(SCC(=O)Nc3c(C)cc(C)cc3C)c2c1 | 2 | 87 | -5 | 0.3 | -6 | 7 | 1.0 | -8 | 4
CCOc1ccc(Br)cc1S(=O)(=O)Nc1cccc(S(=O)(=O)N(CC)CC)c1 | 3 | 118 | 0 | 2.2 | -6 | -6 | -0.1 | 1 | -7
COc1ccc(C2=Nn3c(nnc3-c3ccncc3)SC2)cc1OC | 8 | 104 | 7 | -2.4 | -6 | -11 | 0.1 | 3 | 2
CC1CCCCN1CCCNc1ccc(C(CC(N)=O)NC(=O)c2ccccc2)cc1[N+](=O)[O-] (stereo not drawn) | 7 | 105 | 6 | -2.4 | 4 | 0 | -0.2 | 2 | 13
COc1ccc(OC)c(N(CC(=O)NCc2ccccn2)S(C)(=O)=O)c1 | 2 | 101 | 0 | 0.8 | -10 | -6 | -0.1 | -5 | -1
COc1ccc(OC)c(N/C(C)=C/C(=O)c2ccc(Br)cc2)c1 | 6 | 95 | 4 | -1.5 | 4 | -1 | -0.2 | 5 | 4
COC(=O)c1ccc(N2CCOCC2)c(NC(=O)c2ccc(Br)o2)c1 | 4 | 101 | 13 | 3.4 | 1 | -5 | -0.1 | -1 | -1
COc1cc(C)c2occ(/C(C)=N\O)c2c1 | 0 | 86 | -1 | -0.7 | 14 | -2 | 0.0 | 1 | 1
Cc1ccccc1OCCC(=O)Nc1ccccc1C(=O)N1CCCCC1 | 4 | 103 | 2 | x | x | 0 | 0.0 | 1 | x

An excerpt from above in order of heavy-atom count, lowest first.
SMILES | Bcl-xL primary | Yeast superoxide | MCL1 BIM primary | MEX-5 binding | EBNA-1 inhibitor | ZTA counter | Efflux pump mplx | GLD-1 RNA inh | Fam108B counter
Clc1ccc(C2=NOC(c3nnc(-c4ccccc4)o3)C2)cc1 (stereo not drawn) | 6 | 96 | -1 | -0.6 | 9 | -4 | -0.4 | -6 | 4
COc1ccc(C2=Nn3c(nnc3-c3ccncc3)SC2)cc1OC | 8 | 104 | 7 | -2.4 | -6 | -11 | 0.1 | 3 | 2
CCOc1ccc(Br)cc1S(=O)(=O)Nc1cccc(S(=O)(=O)N(CC)CC)c1 | 3 | 118 | 0 | 2.2 | -6 | -6 | -0.1 | 1 | -7

Additional records follow.
SMILES | Bcl-xL primary | Yeast superoxide | MCL1 BIM primary | MEX-5 binding | EBNA-1 inhibitor | ZTA counter | Efflux pump mplx | GLD-1 RNA inh | Fam108B counter
COc1ccc2oc(C(=O)OCC(=O)N3CC(C)CC(C)C3)c(C)c2c1 (stereo not drawn) | 2 | 107 | 3 | 3.0 | -4 | -9 | 0.0 | 8 | 2
CCCc1ccc(-c2cc(C(=O)Nc3ccc([N+](=O)[O-])cn3)c3ccccc3n2)cc1 | 3 | 109 | -6 | 2.3 | -5 | -19 | 0.3 | -2 | -8
O=C(N/N=C/c1ccccc1Cl)c1nc2ccc([N+](=O)[O-])cc2c(=O)[nH]1 | 9 | 81 | 17 | -1.7 | 6 | 17 | -0.1 | -2 | -1
O=C(CCN1CCN(S(=O)(=O)c2cccc([N+](=O)[O-])c2)CC1)Nc1ccccc1F | -1 | 123 | -1 | -1.6 | 5 | -4 | 0.0 | -3 | 4
COCCn1nnnc1C(c1ccc(OC)c(OC)c1)N1CCc2ccccc21 (stereo not drawn) | 5 | 112 | 2 | 3.0 | 4 | -19 | 0.0 | -2 | 1
CC(=O)c1ccc(S(=O)(=O)N2CCN(CCOc3ccc(Br)cc3)CC2)cc1 | -9 | 94 | -18 | x | x | -1 | -0.1 | 9 | x
CN(Cc1ccccc1)C(=O)COc1ccc(-c2nnco2)cc1 | -2 | 92 | -20 | 1.9 | 0 | -7 | 0.5 | -1 | 2
O=S(=O)(c1cccc(-n2cnnn2)c1)N1CCOCC1 | -2 | 99 | 3 | 1.3 | -3 | 5 | 0.1 | 0 | -3
O=C(Nc1ccccc1C(=O)Nc1ccccn1)c1cccc([N+](=O)[O-])c1 | 5 | 107 | 3 | 1.8 | 12 | 8 | 0.1 | 2 | 3
Cc1ccc(S(=O)(=O)c2c(N)n(-c3ccccc3)c3nc4ccccc4nc23)cc1 | 4 | 107 | 0 | 3.9 | 4 | 4 | -0.1 | 7 | 0
Cc1cccc(CNC(=O)c2ccccc2N)c1 | -2 | 109 | -4 | 0.3 | 4 | 0 | 0.0 | 3 | 3
COc1ccc(NC(=O)CCN2CCN(c3ccc(F)cc3)CC2)cc1 | -1 | 96 | -5 | 0.7 | 0 | 8 | 0.3 | 2 | 0
Cn1c(SCC(=O)N2CCN(c3ccccc3)CC2)nnc1-c1ccncc1 | -1 | 100 | -3 | 0.4 | -9 | 38* | 0.1 | 1 | -5
CCCCc1cn(C[C@H]2CC[C@@H]([C@@H]3CC[C@H](Cn4cc(CCCC)nn4)O3)O2)nn1 | -5 | 101 | 8 | 1.5 | 0 | -24 | 0.3 | 3 | 3
CCN(CC)c1ccc(S(=O)(=O)N2CCCCC2)cc1NC(=O)C1CCC1 | -2 | 84 | -9 | 4.2 | -1 | -7 | -0.1 | 2 | 1
CCN(CC(=O)Nc1ccc(OC)cc1)C(=O)CCc1nc2ccccc2c(=O)[nH]1 | 8 | 86 | 11 | -1.3 | 4 | 1 | -0.1 | 6 | 2
O=C1CC(c2ccc(F)cc2)Sc2nc(-c3ccccc3)c(-c3ccccc3)n21 (stereo not drawn) | 7 | 96 | 3 | -2.9 | 5 | 1 | -0.1 | 2 | 2
CC(C)NC(=O)C12CC3CC(C1)CC(n1cnc(Cl)n1)(C3)C2 | 0 | 92 | 1 | 0.2 | 3 | 15 | -0.1 | -3 | -2
CC1CCCN(C2(O)C(=O)Nc3ccc(Br)cc32)C1 (stereo not drawn) | 2 | 116 | 1 | 1.8 | 4 | -9 | 0.1 | 0 | -4
Cc1ccc(SCC(=O)OCC(=O)NC2CCCCCC2)cc1 | 0 | 81 | 5 | -2.9 | -14 | -12 | 0.1 | 1 | -3
Cc1cccc(C)c1NC(=O)c1c(-c2ccccc2)noc1C | 3 | 98 | -2 | -1.6 | -8 | -11 | -0.1 | 0 | -3
Cc1ccccc1-c1nc2sc3c(c2c(=O)o1)CCC3 | 1 | 110 | -1 | 1.1 | 4 | -18 | -0.2 | 1 | 21*
COc1ccccc1N1CCN(S(=O)(=O)c2c(C)sc3ncn(CC(=O)NCCN(C)C)c(=O)c23)CC1 | -3 | 96 | -6 | -2.7 | 4 | -11 | -0.3 | 4 | -2
Cc1ccc(-c2nc(CCN3C(=O)c4ccccc4C3=O)cs2)cc1 | 3 | 102 | 10 | -1.4 | 3 | 5 | 0.0 | -4 | 0
CN(C)CCNc1oc(-c2ccccc2Cl)nc1S(=O)(=O)c1ccccc1 | 2 | 89 | -1 | x | x | 1 | 0.0 | -2 | x
The results go on.
SMILES | Bcl-xL primary | Yeast superoxide | MCL1 BIM primary | MEX-5 binding | EBNA-1 inhibitor | ZTA counter | Efflux pump mplx | GLD-1 RNA inh | Fam108B counter
CCN(CC(=O)Nc1ccc(NC(C)=O)cc1)C(=O)/C=C/c1ccc(C)o1 | 4 | 79 | 4 | x | x | -10 | 0.0 | 3 | x
O=C(COC(=O)Cc1cccc(C(F)(F)F)c1)NCC1CCCO1 (stereo not drawn) | -1 | 131 | -3 | 0.0 | -1 | -5 | 0.0 | 2 | 1
CCSC(=O)NC1CCCCC1 | 7 | 104 | -7 | -1.1 | 2 | -4 | 0.0 | 0 | 0
CCOc1ccc(NC(=O)Cn2nc(-c3ccccc3Cl)n(CC)c2=S)cc1 | 2 | 99 | -3 | 2.1 | -5 | -1 | 0.0 | 4 | -4
CC(=O)Nc1ccc(S(=O)(=O)N2CCC(C(=O)c3ccc(Cl)cc3)CC2)cc1 | 6 | 95 | 9 | -0.5 | -9 | 4 | -0.2 | 9 | -5
CCc1ccc(CNC(=O)c2ccc3nc(C4CCCCC4)oc3c2)nc1 | 4 | 109 | 3 | -0.8 | -3 | 1 | 0.2 | 8 | -2

Already shown: entries from further up.
SMILES | Bcl-xL primary | Yeast superoxide | MCL1 BIM primary | MEX-5 binding | EBNA-1 inhibitor | ZTA counter | Efflux pump mplx | GLD-1 RNA inh | Fam108B counter
CC1CC(C)CN(C(=O)CCCn2c(=O)c3cccn3c3cccnc32)C1 (stereo not drawn) | 8 | 111 | -5 | -1.8 | 3 | 4 | 0.2 | 8 | -4
Cc1cc(C(=O)OCC(=O)Nc2ccc(F)cc2)c(C)o1 | 2 | 108 | 1 | -1.4 | 0 | 4 | 0.1 | -2 | -2
CC(C)(C)N1C(=O)c2ccc(C(=O)O)cc2C1=O | -2 | 131 | 10 | 2.6 | 2 | 13 | -0.1 | -7 | 10
O=C1c2ccccc2CC1(Cc1ccccc1)Cc1ccccc1 | 0 | 95 | 3 | -0.8 | -2 | -9 | -0.1 | 7 | -5
CCOC(=O)[C@H]1[C@H]2COc3ccc(Cl)cc3[C@@H]2N2C(=O)c3cc(OC)ccc3NC(=O)[C@@]12C | 5 | x | 2 | x | 5 | -8 | x | -1 | -7

Bioassay records from PubChem BioAssay.

Outcome played no part in choosing rows; 2.3% or so of the library scored in one or more.
